# From PubChem
# EPAC2 ag: qHTS for Agonist of cAMP-regulated guanine nucleotide exchange factor 4 (EPAC2): primary screen. Rap guanine nucleotide exchange factor 4 (Homo sapiens), Q8WZA2. EPAC2 activation, biochemical qHTS; response scale: 100% = 6.5 mM cAMP response. Potency, µM (highest dose often 154 µM), without a hit: at the top dose activation, usual class: activators. 360,000 tested, 0.079% active. AID 720711, 2013; further: potency means the concentration at half of the fitted maximal effect; nearly all actives have a fitted effect of over 50% in size
# Target sequence (Q8WZA2 whole entry, looked up): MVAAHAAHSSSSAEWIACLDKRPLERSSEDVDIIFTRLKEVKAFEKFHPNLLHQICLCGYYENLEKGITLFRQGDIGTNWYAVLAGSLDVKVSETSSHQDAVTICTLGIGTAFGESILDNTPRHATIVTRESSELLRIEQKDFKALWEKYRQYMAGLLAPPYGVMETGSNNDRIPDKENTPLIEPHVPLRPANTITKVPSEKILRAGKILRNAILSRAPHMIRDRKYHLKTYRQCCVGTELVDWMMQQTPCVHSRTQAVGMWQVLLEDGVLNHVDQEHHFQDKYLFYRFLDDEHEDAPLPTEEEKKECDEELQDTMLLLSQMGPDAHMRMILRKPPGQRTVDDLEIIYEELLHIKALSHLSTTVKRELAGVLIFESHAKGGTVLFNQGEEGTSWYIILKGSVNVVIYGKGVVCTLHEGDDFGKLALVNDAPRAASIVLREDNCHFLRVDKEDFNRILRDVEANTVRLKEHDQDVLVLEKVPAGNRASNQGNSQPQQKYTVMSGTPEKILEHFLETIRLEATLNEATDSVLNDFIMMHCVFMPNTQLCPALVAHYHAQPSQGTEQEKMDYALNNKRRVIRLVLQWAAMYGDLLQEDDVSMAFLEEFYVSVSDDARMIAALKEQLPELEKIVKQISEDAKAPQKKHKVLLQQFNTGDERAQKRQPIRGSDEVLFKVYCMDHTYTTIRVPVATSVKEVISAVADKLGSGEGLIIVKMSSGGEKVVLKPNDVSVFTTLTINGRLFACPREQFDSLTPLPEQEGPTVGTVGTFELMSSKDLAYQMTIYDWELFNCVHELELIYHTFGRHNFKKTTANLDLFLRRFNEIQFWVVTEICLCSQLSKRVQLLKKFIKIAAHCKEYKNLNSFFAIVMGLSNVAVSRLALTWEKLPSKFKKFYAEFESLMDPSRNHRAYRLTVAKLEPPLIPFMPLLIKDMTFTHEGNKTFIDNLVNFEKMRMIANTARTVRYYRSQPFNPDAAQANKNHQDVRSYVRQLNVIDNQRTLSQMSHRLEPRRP
#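 Readout is BODIPY fluorescence (480 nm excitation, 540 nm emission), which falls as labeled GDP is exchanged off Rap1B. EPAC2 at 100 nM acted on 250 nM RAP1B-BODIPY-GDP with 50 uM GDP present.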
# Abeta yeast res: qHTS for compounds that reverse cellular toxicity of Amyloid beta (A-beta) peptide in yeast: Primary Screen; yeast expressing A-beta42, growth rescue, OD600, 48 h; response scale: 0% DMSO, 100% iron-clioquinol control; Potency, µM (doses to about 46.1 µM), for the others: at the top dose growth rescue, most hits filed as activators; 410,000 tested, 0.063% active; AID 1347071, 2019; further: potency means the concentration at half of the fitted maximal effect; nearly all actives have a fitted effect of over 55% in size
#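 Growth rescue measured by 600 nm absorbance after 48 h yeast culture at 30 C with compound. Values normalized between DMSO and an equimolar ferric chloride plus clioquinol control.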
# FUS suppressor: qHTS for Suppressors of FUS Proteinopathy: Primary screen using FUS-linked yeast assay. 390,000 tested, 0.24% active. AID 1347120, 2019. Potency, µM (top dose mostly 76.6 µM), for inactives: at the highest dose growth rescue (activation), usual class: activators. S. cerevisiae FUS-expressing, growth rescue, OD600, 24 h;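 further: potency means the concentration at half of the fitted maximal effect; plate controls were DMSO vehicle for no effect and reference control for full effect; nearly all actives have a fitted effect of over 55% in size; some results filed as inactive show a strong effect at the top dose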
#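 Restored growth of FUS-toxic S. cerevisiae, read as 600 nm absorbance after 24 h at 30C in galactose medium (starting OD 0.005). Controls CP55940 and DMSO.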
# TDP43 rescue: qHTS of TDP-43 Inhibitors; TDP-43 expressing yeast growth rescue, BacTiter-Glo, 24 h; Potency, µM (top dose mostly 46.1 µM), for the others: top-dose growth rescue (activation), hits mostly activators; 410,000 tested, 1.8% active; further: potency means the concentration at half of the fitted maximal effect; % of control where 0% means no effect; nearly all actives have a fitted effect of over 50% in size
#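 Readout is BacTiter-Glo luminescence of cell growth, so inhibitors register as activators. TDP-43-expressing yeast at OD600=0.02 in galactose medium, after raffinose pregrowth to mid-log, were incubated with compound for 24 hr at 30 deg C.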
# DRD3 agonist: qHTS of D3 Dopamine Receptor Agonist: qHTS. 410,000 tested, 0.58% active. D3R DiscoveRx beta-arrestin cells, luminescence, 90 min. D(3) dopamine receptor (Homo sapiens), P35462. max activation, %; in the data active means max activation above about 30%; further: 0% is about no effect; mostly tested at two doses, the higher about 12 µM
#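 Agonist-mode cell screen: cells plated at 1500/well and incubated overnight at 37 °C, then exposed to library compounds for 90 min at 37 °C. Detection reagent was added for 30–60 min at room temperature, and luminescence was read.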
# EPAC2 antagonist: qHTS for Antagonist of cAMP-regulated guanine nucleotide exchange factor 2 (EPAC2): primary screen. Rap guanine nucleotide exchange factor 4 (Homo sapiens), Q8WZA2. EPAC2 GEF exchange of Rap1B-BODIPY-GDP, fluorescence. Potency, µM (highest dose often 114 µM), for the others: at the top dose activity, negative = inhibition, hits mostly inhibitors. 360,000 tested, 0.18% active. AID 720708, 2013; further: potency means the concentration at half of the fitted maximal effect; on the % scale 0 is the no-effect control and ±100 the full control effect; nearly all actives have a fitted effect of over 45% in size; many of its hits are not listed in these tables
# D3 antag: qHTS of D3 Dopamine Receptor Antagonist: qHTS | D(3) dopamine receptor (Homo sapiens), P35462 | D3R cells, DiscoveRx beta-arrestin luminescence, antagonist mode; hits give low values | max response, negative = inhibition, % | 360,000 tested, 2.5% active | AID 652054, 2013; in the data active means max response below about -50%; inconclusive means no clear call, values can overlap the other calls; further: on the % scale 0 is the no-effect control and ±100 the full control effect; mostly tested at two doses, the higher about 12 µM
#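 Cells plated overnight at 1500 cells/well, then exposed to library compounds with dopamine controls for 90 minutes at 37 degrees C. DiscoveRx reagent added for 30–60 minutes at room temperature; luminescence read, quantitative HTS format.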
# aSyn yeast inh: qHTS of alpha-syn Inhibitors; 370,000 tested, 0.14% active; Yeast expressing alpha-synuclein, growth rescue, BacTiter-Glo, 24 h; Potency, µM (top dose mostly 46.1 µM), inactives show at the top dose growth rescue (activation), usual class: activators; AID 652106, 2013; further: potency means the concentration at half of the fitted maximal effect; % of control where 0% means no effect; nearly all actives have a fitted effect of over 65% in size
#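 Screening used galactose-induced yeast with toxic alpha-synuclein levels, exposed to compound for 24 hr at 30 deg C. Cell growth, read with BacTiter-Glo luminescence, gave the measured signal.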
# Active calls of the source: *; ? = inconclusive; nt = no result given; & = joins results of further samples; [ ] = dose if it differs, or a comment. Unless noted, the call rests on the fitted dose curve; in most records, active means well fitted curve in the direction sought with a large enough effect; inconclusive means small, poorly fitted or top-dose-only effect, or another doubt; inactive means no such curve, though single readings can be large; an effect the other way counts as inactive or inconclusive. This is a subset. The share of hits here may be higher or lower than overall.
SMILES,EPAC2 ag,Abeta yeast res,FUS suppressor,TDP43 rescue,DRD3 agonist,EPAC2 antagonist,D3 antag,aSyn yeast inh
CC1CCC(C(C)C)C(OC(=O)Cn2c(COc3ccccc3)[n+](C)c3ccccc32)C1 (stereo not given),-2%,-20%,28%,-16%,-17,-10%,-19,-4%
CCCC1COC(Cn2cncn2)(c2ccc(Cl)cc2Cl)O1 (stereo not given),-3%,?,26%,?,-3,-6%,16,13%
CC(C)C(NC(=O)C(C(C)C)N(C)C)C(=O)N(C)C(C(=O)N1CCCC1C(=O)N1CCCC1C(=O)NCc1ccccc1)C(C)C (stereo not given),5%,0%,nt,0%,-13,30%,-9,0%
Clc1ccc(N2CC2c2ccncc2)cc1 (stereo not given),-6%,-6%,-3%,-9%,-7,3%,-2,-1%
Cc1cc2c(C(F)(F)F)cc(=O)oc2c2c1NCCC2,?,18%,-24%,-2%,3,23%,10,-13%
COC(=O)C(O)(c1ccc(NC(=O)c2cccs2)cc1)C(F)(F)F (stereo not given),3%,-3%,-4%,4%,-16,3%,-62*,1%
O=C(c1ccccc1Cl)N1CCC(c2nc3ccccc3s2)CC1,nt,5%,17%,16µM*,2,nt,nt,nt
O=C1OC(=O)C2C1[C@@H]1CC[C@H]2O1 (stereo not given in full),13%,-5%,-35%,?,1,15%,-5,5%
CC1CN=C(NC(C)c2ccccc2)S1 (stereo not given),8%,-4%,-15%,4%,2,1%,5,-4%
CC(C)c1ccc(NC(=O)N2C[C@H]3C[C@@H](C2)c2cccc(=O)n2C3)cc1,4%,-4%,-12%,17%,2,-24%,-5,5%

# Taken from the entries so far (four entries):
SMILES,EPAC2 ag,Abeta yeast res,FUS suppressor,TDP43 rescue,DRD3 agonist,EPAC2 antagonist,D3 antag,aSyn yeast inh
COC(=O)C(O)(c1ccc(NC(=O)c2cccs2)cc1)C(F)(F)F (stereo not given),3%,-3%,-4%,4%,-16,3%,-62*,1%
O=C(c1ccccc1Cl)N1CCC(c2nc3ccccc3s2)CC1,nt,5%,17%,16µM*,2,nt,nt,nt
O=C1OC(=O)C2C1[C@@H]1CC[C@H]2O1 (stereo not given in full),13%,-5%,-35%,?,1,15%,-5,5%
CC1CN=C(NC(C)c2ccccc2)S1 (stereo not given),8%,-4%,-15%,4%,2,1%,5,-4%

# (more compounds)
SMILES,EPAC2 ag,Abeta yeast res,FUS suppressor,TDP43 rescue,DRD3 agonist,EPAC2 antagonist,D3 antag,aSyn yeast inh
Cc1cccnc1-n1c(C)nc2ccccc2c1=O,-9%[15.6 µM],6%,14%,-5%,-11,11%,?,-2%
COc1ccc(-c2ccc3c(c2)CN(C(=S)NCCc2ccccc2)Cc2cnnn2-3)cc1,3%,3%,33%,?,8,-15%,3,4µM*
c1cc2c(cc1-c1ccc3c(c1)OCO3)CNCc1cnnn1-2,7%,-11%,-8%,16%,7,2%,17,-6%
CCCc1cc(=O)oc2cc(OCC(=O)N3CCN(Cc4ccc5c(c4)OCO5)CC3)ccc12,7%,-9%,25%,-5%,-17,-16%,13,8%
Cc1cc(C)cc(NC2=NCCCS2)c1,1%,-20%,-36%,21%,-3,3%,3,-1%
Cc1ccc2c(c1)C(Cc1nc3ccccc3c(=O)n1-c1ccc(Br)cc1)C(=O)N2 (stereo not given),nt,-9%,?,15%,-3,nt,nt,nt
CC(C)Sc1nnc([C@@H](N)Cc2ccccc2)o1,6%,3%,1%,6%,-3,-3%,6,0%
CC(C)c1ccc(-n2c(O)c(/C=N/NC(=O)c3ccccc3O)c(=O)[nH]c2=S)cc1,-17%,-8%,?,-1%,-7,-11%,-8,-6%
CCN1C(=O)C(=Cc2ccc(N3CCOCC3)o2)C(=O)N(CC)C1=S,19%,-3%,6%,-6%,5,2%,-20,-4%
CCOc1ccc(-n2c(O)c(C=Nc3ccc(N4CCOCC4)cc3)c(=O)[nH]c2=O)cc1,5%,-9%,8%,7%,3,10%,-2,-3%
CCOC(=O)c1c(C)n(Cc2ccccc2)c2ccc(O)cc12,15%,-4%,-6%,0%,1,-22%,-5,-7%
CC1([N+](=O)[O-])COP(=O)(Nc2cccc(Br)c2)OC1 (stereo not given),-4%,1%,nt,-9%,-8,13%,-7,7%
COc1ccc(-n2nnnc2C(CCSC)N2CCC(n3c(=O)[nH]c4ccccc43)CC2)cc1 (stereo not given),19%,-9%,?,0%,15,-17%,91,-4%
COC1C(O)C(C)OC(OC2C(Oc3cccc4c(O)c5c(=O)oc6ccc(C)c7c(=O)oc(c34)c5c67)OC(C)C(O)C2O)C1O (stereo not given),1%,-10%,nt,3%,-13,18%,2,8%
COc1ccc(NP(=O)(Oc2ccccc2OC)Oc2ccccc2OC)cc1,5%,0%,24%,8%,7,?,48,3%
Cc1cccc(C2CC(=O)Oc3c2c(=O)oc2ccccc32)c1 (stereo not given),nt,-24%,18%,3%,-14,nt,nt,nt
COc1cccc(Cn2c(-c3cccs3)noc2=O)c1,9%,-59%[inhibitor],33%,?,-29,-4%,-18,0%
Nc1ccccc1Cl,8%,-23%,-25%,6%,-10,-16%,19,-1%
CC(N)Cc1c[nH]c2ccc(Cl)cc12 (stereo not given),8%,1%,4%,23%,5,13%,21,8%
CN(C)C1CCc2[nH]c3c(F)cc(F)cc3c2C1 (stereo not given),2%,-12%,-9%,12%,-10,-10%,-105*,-10%
Cn1ccc(NC(=O)CCl)n1,6%,-18%,1%,-3%,6,12%,10,-1%
Ic1ccccc1CN[C@@H]1C2CCN(CC2)[C@@H]1C(c1ccccc1)c1ccccc1,1%,-1%,-5%,11%,0,-21%,-15,6%
CCOc1ccc(S(=O)(=O)NCCc2sc3nc(-c4ccc(C)cc4)nn3c2C)cc1,nt,25%,2%,?,10,nt,nt,nt
Cn1c(O)c(/C=N/c2ncccn2)c(=O)n(C)c1=O,6%,31%,nt,-17%,5,11%,-2,8%
CCC(C)NS(=O)(=O)c1ccc(OCC(=O)N2CCN(CC)CC2)cc1 (stereo not given),4%,-7%,12%,-13%,-11,-5%,-15,-5%
C[C@]12CCC3C(CC[C@@H]4CC(=O)CC[C@]34C)C1CC[C@@H]2O (stereo not given in full),4%,-26%,9%,17%,12,0%,18,-6%
O=[N+]([O-])c1ccc(C[n+]2c(-c3ccccc3)cc(-c3ccccc3)cc2-c2ccccc2)cc1,4%,3%,12%,7%,0,10%,14,2%
Cc1c(P(=S)(c2ccccc2)c2ccccc2)[n+]2ccccc2n1C,-5%&2%,6%&-1%,-9%&-24%,15%,-10,4%&2%,-10,8%
COC(=O)CC1=C(C(=O)OC)C2(C(=O)Nc3c(C)cccc32)C(C#N)=C(N)O1 (stereo not given),-4%,-8%,19%,-1%,1,10%[57.1 µM],17,-9%
Cc1cc(NC(=O)c2cccn(Cc3ccccc3)c2=O)no1,nt,-5%,6%,11%,0,nt,nt,nt
CCOC(=O)c1cc2c(cn1)[nH]c1ccccc12,3%,-11%,-10%,26%,-17,9%,0,-7%
Cn1cnnc1Sc1cc(N2CCNCC2)ccc1[N+](=O)[O-],9%,-6%,12%,13%,0,3%,2,3%
C=Cc1cc(OC)c2c(c1)c(=O)oc1c2cc(OC)c2c(O)ccc(C3OC(C)C(O)C(C)(O)C3O)c21 (stereo not given),7%,-23%,nt,14µM*,-11,-2%,?,0.63µM*
CN(C)C(=O)Oc1ccc(Cl)c2cccnc12,6%,2%,6%,6%,-1,7%,14,3%
C/C(=N\N1CCCCCC1)c1c(O)n(C2CCCCC2)c(=O)[nH]c1=O,18%,-12%,19%,14%,10,-10%,9,5%
CCOC(=O)CC(SP1(=S)OCC2(CC=CCC2)CO1)C(=O)OCC (stereo not given),6%,-21%,nt,-4%,-16,-6%,1,4%
CC#CP(=O)(OC)C(O)(CF)c1ccccc1 (stereo not given),3%,-7%,-20%,-14%,1,8%,2,3%
COc1cccc(O)c1CN1CCCC(C(=O)c2ccccc2SC)C1 (stereo not given),14%,-8%,-11%,9%,-33,-9%,-18,-4%
c1ccc(N2CCN(c3ncnc4c3nc3n4CCCCC3)CC2)cc1,nt,-24%,13%,14µM*,16,nt,nt,nt
COc1ccc(Cl)cc1C(=O)C1CCCN(CCO)C1 (stereo not given),3%,2%,4%,-2%[9.22 µM],-27,1%,-50*,2%
O=C(O)c1ccc(-n2c(O)c(/C=C3\C=Nc4ccccc43)c(=O)[nH]c2=O)cc1,2%,0%,20%,-15%,4,-4%,-11,-4%
Cc1ccc(N2C(=O)NC(=O)/C(=C\c3ccc(N4CCOCC4)cc3)C2=O)cc1,9%,-24%,4%,3%,1,-2%,-3,0%
Cc1cc(OCC(=O)N2C[C@H]3C[C@@H](C2)c2cccc(=O)n2C3)c2c(C)cc(=O)oc2c1,2%,-4%,-26%,-5%,4,3%,-7,-8%
COC(=O)C1=C(c2ccc(F)cc2OCc2ccccc2)C[C@@H]2CC[C@H]1N2C(=O)NCc1ccc(N(C)C)cc1,-7%,3%,?,16%,-20,-25%,33,11%
COC(=O)C1=C(c2c(C)noc2C)C[C@@H]2CC[C@H]1N2C(=O)NCc1ccc2c(c1)OCO2,2%,7%,-5%,20%,-2,10%,-10,-3%
Cc1ccccc1C(=O)NC(Oc1ccccc1)C(Cl)(Cl)Cl (stereo not given),-8%,-8%,0%,-13%,9,-2%,14,-2%
C[C@]12CC[C@@H](O)CC1=CCC1C2CC[C@]2(C)C(=O)[C@H](F)CC12 (stereo not given in full),12%,7%,8%,0%,-6,6%,-3,2%
CCOC(=O)c1cc(CC)sc1/N=C/c1c(O)[nH]c(=S)[nH]c1=O,63µM*,-1%,nt,15%,-2,31%[activator],0,1%
Cc1cc(C)n(-c2ccc(NN=C(C#N)C#N)cc2)n1,-7%,-94%[inhibitor],9%,-88%[inhibitor],0,-3%,0,-72%[inhibitor]
COCCCn1c(N)c(C(=O)OCCOC)c2nc3ccccc3nc21,-1%,17%,-1%,9%,3,-3%,0,7%
